MITF TRPM1 HTS – increases MITF-driven TRPM1 promoter luciferase signal. SK-MEL-5 TRPM1-promoter luciferase, 24 h; % of positive control, neutral wells = 0. activation, % at 12.5 µM. hit rate 0.75% among 300,000. AID 588334;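 active means mean activation of at least 80% with every replicate also reaching 80%; inconclusive means mean reaches 80% but some replicate falls short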;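 further: 0% = neutral control wells and 100% = parthenolide positive control wells; values of inactives mirror those of a sister screen read the other way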
Rtt109 HAT inh – inhibitors of Candida albicans Rtt109/Vps75 histone acetyltransferase; purified Rtt109/Vps75, ThioGlo CoA-SH fluorescence, 4 h; inhibition, % at 34.9 µM; AID 540336; hit rate 0.16% among 330,000; Q5AAJ8;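 active means inhibition of at least 50% in every replicate; inconclusive means best replicate reaches 50% inhibition but some replicates fall short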
Target sequence (Q5AAJ8 whole entry, looked up): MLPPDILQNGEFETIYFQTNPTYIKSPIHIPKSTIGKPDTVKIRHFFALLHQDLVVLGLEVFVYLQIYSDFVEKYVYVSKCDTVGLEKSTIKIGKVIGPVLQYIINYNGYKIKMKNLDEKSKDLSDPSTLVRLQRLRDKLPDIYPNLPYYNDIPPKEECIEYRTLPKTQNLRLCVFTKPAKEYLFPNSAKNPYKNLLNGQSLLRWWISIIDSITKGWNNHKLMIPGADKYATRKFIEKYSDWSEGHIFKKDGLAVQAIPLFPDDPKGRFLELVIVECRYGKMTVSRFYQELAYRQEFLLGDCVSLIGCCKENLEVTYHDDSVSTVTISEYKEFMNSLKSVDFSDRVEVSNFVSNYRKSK
dFosB act – enhances mouse delta FosB homodimer DNA binding | activation, % at 25 µM | purified delta FosB, TAMRA-CDK5 oligo fluorescence polarization; percent of positive-control signal above neutral wells | hit rate 0.99% among 340,000 | P13346;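 active means mean activation above about 17%, with every replicate also reaching it, limit read from the data, passing the limit was not always enough; inconclusive means only one of the two conditions met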;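 further: fluorescence polarization rise as delta FosB binds a TAMRA Cdk5 AP-1 oligo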
NSD2 inh – NSD2 (human) methyltransferase inhibition; O96028; NSD2 peptide methylation, AlphaScreen, 120 min; inhibition, % at 12.5 µM; hit rate 0.54% among 310,000; AID 743445; in the data active means inhibition above about 50%
SR-BI DiI inh – mouse SR-BI HDL lipid transfer inhibition; Q61009; ldlA[mSR-BI] CHO cells, DiI-HDL uptake fluorescence, 3 h; inhibition, % at 12.5 µM; hit rate 0.96% among 320,000;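 active means mean replicate inhibition of at least 70% and a set share of replicates each scoring 70 or more; inconclusive means meets just one of the two criteria; inactive means fails both criteria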;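 further: 0% = median of neutral control wells and 100% = median of positive control wells; values of inactives mirror those of a sister screen read the other way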
Target sequence (Q61009 whole entry, looked up): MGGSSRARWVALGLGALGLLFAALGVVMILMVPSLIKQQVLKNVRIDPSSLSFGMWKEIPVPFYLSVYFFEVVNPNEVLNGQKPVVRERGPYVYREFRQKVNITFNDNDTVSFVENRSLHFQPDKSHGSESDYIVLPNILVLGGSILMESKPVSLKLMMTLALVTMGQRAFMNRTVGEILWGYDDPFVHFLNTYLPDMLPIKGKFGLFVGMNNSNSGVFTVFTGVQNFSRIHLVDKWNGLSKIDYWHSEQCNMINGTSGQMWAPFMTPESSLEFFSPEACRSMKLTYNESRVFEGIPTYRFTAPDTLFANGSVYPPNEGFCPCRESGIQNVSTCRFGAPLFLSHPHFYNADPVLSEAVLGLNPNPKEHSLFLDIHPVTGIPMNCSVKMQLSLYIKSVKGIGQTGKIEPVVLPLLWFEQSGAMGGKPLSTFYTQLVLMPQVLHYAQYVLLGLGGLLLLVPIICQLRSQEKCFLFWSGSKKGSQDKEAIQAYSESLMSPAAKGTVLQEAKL
PvdQ acylase – blocks Pseudomonas aeruginosa PvdQ acylase activity | inhibition, % at 10 µM | purified PvdQ acylase, fluorescence plate reader | AID 488965 | hit rate 0.063% among 340,000; in the data active means inhibition above about 30%, passing the limit was not always enough; inconclusive means no clear call, values can overlap the other calls;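 further: 0% = vehicle neutral wells and 100% = reference inhibitor wells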
SR-BI uptake up – enhances SR-BI lipid uptake from DiI-HDL | CHO ldlA[mSR-BI] cells, DiI-HDL uptake fluorescence, 3 h; 100 = double the neutral-control signal | activation, % at 12.5 µM | hit rate 0.096% among 320,000;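 active means mean replicate activation of at least 60% and every replicate at or above 60%; inconclusive means mean or all-replicate condition met, but not both; inactive means mean below 60% and not all replicates reaching 60%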;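 further: 0% = median plate neutral-control signal and 100% = twice that signal; values of inactives mirror those of a sister screen read the other way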
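system = CHO ldlA[mSR-BI] cells, LDL receptor-null, SR-BI overexpressing | medium = Ham's F12 with 0.5% BSA, HEPES 25 mM, pH 7.4 | probe or stimulus = DiI-HDL 10 µg/mL | compound dosing = single-point compound dose | incubation = compound exposure 3 h, 37 °C | technique = DiI fluorescence, bottom read | read-out = cell-associated DiI fluorescence as measure of HDL uptake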
PfHsp90 yeast 2 – inhibits growth of yeast expressing Plasmodium falciparum Hsp90; AID 504621; inhibition, % at 9.4 µM; hit rate 0.32% among 310,000; S. cerevisiae expressing PfHsp90, BacTiter-Glo ATP, 48 h; yeast lacking PDR1 and PDR3 efflux regulators;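 active means every replicate shows inhibition above about 80%, whatever the replicate mean, limit read from the data; inconclusive means mean inhibition reaches the set limit but some replicate falls short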;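 further: 0% = DMSO neutral controls and 100% = 20 µM radicicol positive controls; yeast relying on Plasmodium falciparum Hsp90 in place of its own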
CAL PDZ FP-1 – inhibitors of human CAL PDZ peptide binding | Q9HD26 | purified CAL PDZ, TMR-peptide fluorescence polarization, 1 h | inhibition, % at 20 µM | hit rate 0.02% among 330,000 | AID 504414;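 active means highest replicate inhibition of at least 40%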;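 further: plate controls were DMSO neutral control wells for no effect and unlabeled competitor peptide control wells for full effect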
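System: purified tagged CAL PDZ domain construct (CerCALP). Schedule: 1 h incubation at room temperature before polarization reading. Medium: 25 mM sodium phosphate pH 7.4, 150 mM NaCl, TCEP, IgG, Thesit. Read-out: percent inhibition from loss of millipolarization. Measured by: FP readout, S and P plane fluorescence. Probe or stimulus: fluorescent TMR peptide probe.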
CAL PDZ FP-2 – inhibitors of human CAL PDZ peptide binding; hit rate 0.92% among 300,000; Q9HD26; AID 602252; purified CAL PDZ, TMR-peptide fluorescence polarization, 1 h; inhibition, % at 24.9 µM;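 active means mean inhibition of at least 30% with at least half of replicates also reaching 30%; inconclusive means no clear call, values can overlap the other calls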;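 further: 0% = DMSO neutral control and 100% = excess unlabeled competitor peptide PRC23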
Numbers without * were called inactive; ? = inconclusive; . = no result given; & = joins results of further samples. This is a subset. The share of hits here may be higher or lower than overall.

SMILES	MITF TRPM1 HTS	Rtt109 HAT inh	dFosB act	NSD2 inh	SR-BI DiI inh	PvdQ acylase	SR-BI uptake up	PfHsp90 yeast 2	CAL PDZ FP-1	CAL PDZ FP-2
Cc1ccc(-n2c(O)c(/C=N/NC(=O)c3ccncc3)c(=O)[nH]c2=O)cc1C	-9	8	-1	-4	-16	1	16	1	-0.2	-6
S=C1CN=C(c2ccccc2)c2cc(Cl)ccc2N1	-12	-2	-5	-1	-13	-7	13	39	-6.5	-16
COc1ccc(-c2nn(CCC#N)cc2C(=O)Nc2cccc([N+](=O)[O-])c2)cc1OC	-3	-2	-2	-4	-2	-4	2	-9	-2.6	-6
CC1=CC(C)C(COC(N)=O)(COC(N)=O)C(C)C1 (centres undefined)	0	-10	0	1	21	7	-21	4	-0.5	.
COC(=O)C1=C(c2ccc(OC(F)(F)F)cc2)C[C@@H]2CC[C@H]1N2C(=O)NCCNC(C)=O	.	11	-6	.	-23	2	23	20	0.4	-1
COCCNC(=O)Cn1cc(/C=C2\C(=O)NC(=O)N(c3cccc(C)c3C)C2=O)c2ccccc21	3	-2	-6	6	.	-11	.	-26	.	-8
COc1ccc(CCn2c(O)c(C=NCCCN(C)C)c(=O)[nH]c2=O)cc1OC	.	-5	-1	2	2	-11	-2	8	3.0	-5
Cc1ccnc(-n2c(C)cc(/C=C3\C(=O)NC(=S)N(C)C3=O)c2C)c1	-3	11	-6	11	-7	-13	7	-9	-0.4	-2
COc1ccc(-c2nc3ccccc3c(=O)n2-c2cccnc2)cc1	-8	-5	-1	-2	-2	-9	2	.	-0.3	.
Nc1cc(Cl)c2nonc2c1[N+](=O)[O-]	-92	-10	-1	9	-70	-15	70*	9	0.1	0
c1cncc(CNCCc2ccc3c(c2)OCO3)c1	-4	-3	0	6	4	-16	-4	-23	-0.3	.
N#CCCn1cc(C(=O)O)c(-c2cccc([N+](=O)[O-])c2)n1	-1	1	-2	1	1	-4	-1	.	0.2	4
O=C1NC(=O)N(CCc2ccc(F)cc2)C(=O)/C1=C/c1ccco1	-35	?	-8	.	-12	-12	12	-44	-0.4	-4
C[N+](C)(C)CC#CCN1CCCC1=O	4	3	5	.	-8	2	8	18	-0.7	-5
Cc1ccc2c(c1)N(CCC(=O)N1CCC3(CC1)OCCO3)C(=O)C(C)O2 (centres undefined)	.	8	0	-1	17	-12	-17	-4	19	-2
C/C(CC(c1ccccc1)c1c(O)c2ccccc2oc1=O)=N\NC(N)=S (centres undefined)	0	2	-1	1	58	2	-58	0	0.2	1
COc1cccc2c1C(=O)c1c(O)c3c(c(O)c1C2=O)CC(O)(C(C)=NO)CC3OC1CC(N)C(O)C(C)O1 (centres undefined)	.	0	-383	28	8	-21	-8	15	12	-8
CSc1ccc(C(=O)C2CCCN(Cc3ccn[nH]3)C2)cc1 (centres undefined)	-2	-1	-14	0	.	-12	.	5	-2.1	-2
COc1cc2c(cc1OC)[C@@]13CCN4CC5=CCO[C@H]6CC(=O)N2[C@H]1[C@H]6[C@H]5C[C@H]43	.	-12	0	.	-4	-9	4	8	1.1	0
N[C@@H](Cc1c[nH]c2ccccc12)c1nnc(SCc2ccc(F)cc2)o1	4	3	2	0	-19	-1	19	.	-2.4	.
CC(C)Cn1cc(C(=O)N2CCC3(CC2)OCCO3)c2c3ccccc3n(C)c2c1=O	5	3	-1	-3	0	-4	0	1	.	-3
COC(=O)C1=C(c2ccc(OCc3ccccc3)cc2)C[C@@H]2CC[C@H]1N2C(=O)NCc1cccc(C(F)(F)F)c1	-3	-2	-8	.	28	-8	-28	-14	0.0	-1
FC(F)(F)c1ccc2c(c1)ncn2C1CCN(Cc2nnnn2C2CCCCC2)CC1	-2	10	-7	2	-2	-11	2	22	-5.6	0
O=C1NC(=S)N(c2ccc(F)cc2)C(=O)/C1=C/c1ccccc1O	-6	-2	-2	-1	2	-19	-2	4	0.4	-13
CCC1C2Cc3ccc(O)cc3C1(CC)CCN2C (centres undefined)	4	6	1	3	5	-15	-5	-3	-0.1	-1
CCC(=NCC1CCCO1)c1c(O)n(-c2ccccc2)c(=O)[nH]c1=O (centres undefined)	-9	2	7	-1	-26	2	26	-13	-0.6	2
O=c1cccc2n1CC1CC2CN(Cc2cccc(Cl)c2Cl)C1 (centres undefined)	-6	17	-12	-4	-20	-14	20	-55	-1.2	-3
Cc1ccc(S(=O)(=O)N(C)CCCC(=O)N2CCN(c3ccccn3)CC2)cc1	4	-1	-3	2	-13	0	13	-8	-1.5	3
O=C([O-])c1ccc(-[n+]2c(-c3ccccc3)cc(-c3ccccc3)cc2-c2ccccc2)cc1	1	4	-10	.	-35	-10	35	9	-1.2	-6
COc1cccc(CNCCc2c[nH]c3ccccc23)c1OC	-16	-1	1	-2	-14	-11	14	17	-3.1	1
COc1cc(CNCCc2ccc3c(c2)OCO3)ccc1O	-7	-2	1	18	0	-13	0	1	-1.1	.
COc1cc2occc2c2oc(=O)ccc12	-1	-5	0	.	-6	-9	6	-30	-0.3	4
ClCCOCCCl	-3	1	-1	.	-10	-2	10	-10	-0.9	2
CC/C(=C\C=C\[C@@H]1C=C[C@@H]2CCC[C@H]2[C@@H]1C(=O)c1ccc[nH]1)[C@@H]1O[C@@H]([C@@H](C)C(=O)O)CC[C@@H]1C	.	39	.	.	7	-33	-7	.	.	.
COc1ccc(Cc2nccc3cc(OC)c(OC)cc23)cc1OC	-25	15	-5	.	-5	10	8	13	0.1	-2
COC(=O)C1=C(c2ccc(OC)c(OC)c2)C[C@@H]2CC[C@H]1N2C(=O)NCC1CC1	7	-5	7	.	-4	-1	4	14	-0.6	-3
N#CCCn1cc(C(=O)Nc2ccccc2Cl)c(-c2ccc([N+](=O)[O-])cc2)n1	-2	1	3	-4	37	-8	-37	-125	-2.9	0
Cc1cc(C)c(C2=NOC(O)(C(F)(F)F)C2)c(=O)[nH]1 (centres undefined)	8	-10	-3	.	-24	-12	24	-13	-0.5	.
c1coc(CNCCc2c[nH]c3ccccc23)c1	-23	-4	4	3	12	-4	-12	15	0.8	-5
O=C(Nc1ccc(Cl)c(Cl)c1)c1ccco1	54	-2	0	-4	-12	-6	12	-34	-0.4	.
CS(=O)(=O)N1Cc2ccccc2-n2nncc2C1	23	6	4	.	10	-3	-10	-3	0.2	0
CC(=O)Nc1ccc(S(=O)(=O)N2Cc3cnnn3-c3ccccc3C2C#N)cc1 (centres undefined)	18	-4	-2	.	-20	-5	20	-10	1.7	5
Cc1ccc(N=C(/N=C(\N)N[N+](=O)[O-])Nc2ccc(C)cc2)cc1	.	4	3	-2	2	-2	-2	-5	0.4	.
CN1CC[C@@]2(C)c3cc(O)ccc3N(C)[C@@H]12	-31&-12	-3&14	-3&4	.	10&2	-12&-8	-10&-2	8&5	0.7&-0.4	2&-4
CCCC/C(C)=C/[C@@H](NP(=O)(c1ccccc1)c1ccccc1)c1ccccc1	0	1	-1	.	-14	-4	14	2	0.6	-1
C=CCn1c(O)c(C(C)=NCc2ccco2)c(=O)[nH]c1=O	4	-1	0	1	-10	-11	10	-1	-1.3	10
CCC(C)n1c(O)c(/C=N/Nc2nc3c(c(=O)n(C)c(=O)n3C)n2C)c(=O)[nH]c1=S (centres undefined)	.	3	-10	29	.	-8	.	-8	-0.1	0
c1ccc2c(c1)CNCc1cnnn1-2	4	2	4	.	-3	-15	3	15	0.1	-3
CC(C)(C)P(=O)(NCc1ccccc1)c1ccccc1 (centres undefined)	14	-4	-5	0	-11	1	11	12	-0.2	-1
CC(C)OC(=O)C1C(=O)NC2(C)CC1c1ccccc1O2 (centres undefined)	-2	4	-6	0	-28	-2	28	24	0.6	-5
O=C1N(CN2CCOCC2)c2ccccc2C1(O)c1c[nH]c2ccccc12 (centres undefined)	.	8	-2	2	-12	0	12	3	-0.6	-1
NNC(=O)CN1C(=O)CN=C(c2ccccc2)c2cc(Br)ccc21	.	3	-4	-3	10	3	-10	-2	-1.3	-1
CN1CCN(Cc2cc(=O)n3ccsc3n2)CC1	0	1	1	0	2	-6	-2	20	0.5	-2
Oc1ccc(C2=CCNCC2)cc1O	3	2	4	.	-52	-5	52	-12	0.5	-4
C[C@]12CCC3C(CC[C@H]4C[C@@H](O)CC[C@]34C)C1C[C@@H](O)[C@@H]2O (some centres undefined)	7	-2	-1	2	11	-18	-11	-6	-0.4	22
COC1C(O)C(C)OC(OC2CCC3(C)C(CCC4C3C(O)CC3(C)C(C5=CC(=O)OC5)CCC43O)C2)C1O (centres undefined)	.	10	-2	-1	5	13	-5	0	-0.2	-3
Cc1onc(-c2ccccc2)c1C(=O)N1CCC2(CC1)OCCO2	3	-29	-4	-6	-24	-14	24	-8	0.1	0
Cc1cc(C)[n+](C2C3CC4CC(C3)CC2C4)o1 (centres undefined)	-8	7	-3	-1	-18	-3	18	-7	-0.9	.
O=C(CN1C(=O)CN=C(c2ccccc2Cl)c2cc(Cl)ccc21)NCc1ccco1	-6	16	1	.	-1	2	1	2	-1.5	-5
CNC(=O)Oc1ccccc1OC(C)C	2	-4	10	.	-15	-12	15	-9	-0.4	-1

Additional results.
SMILES	MITF TRPM1 HTS	Rtt109 HAT inh	dFosB act	NSD2 inh	SR-BI DiI inh	PvdQ acylase	SR-BI uptake up	PfHsp90 yeast 2	CAL PDZ FP-1	CAL PDZ FP-2
Cc1cc(/C=C2/C(=O)NC(=O)N(Cc3ccco3)C2=O)c(C)n1-c1ccc(C(=O)O)cc1	-3	8	6	37	-8	-12	8	3	-1.8	-1
CN(C)C1(CNC(=O)c2ccc(NS(=O)(=O)c3ccc(Cl)c(Cl)c3)cc2)CCCCC1	9	-6	-2	1	-35	-15	35	2	-1.2	-7
CCCCCCC(=O)N/N=C/c1c(O)n(C2CC2)c(=S)[nH]c1=O	-9	7	-4	-1	-15	6	15	-7	-0.6	-8
CSc1ncc(/C=C2/C(=O)NC(=O)N(c3ccc(C)cc3)C2=O)cn1	-7	5	2	1	-7	5	7	3	0.6	5
CC(=O)OC1(C)CC(C)C(=O)C(C(O)CC2CC(=O)NC(=O)C2)C1 (centres undefined)	-84	0	-4	.	-28	-13	28	105*	-0.5	-4
COc1ccc(CC2NCC(O)C2OC(C)=O)cc1 (centres undefined)	-91	18	0	.	-23	-10	23	-6	0.5	5

Assay outcomes (PubChem BioAssay)
